# Source: PubChem
# D2 ag = HTS Assay for Allosteric Agonists of the Human D2 Dopamine Receptor: Primary Screen for Agonists | D(2) dopamine receptor (Homo sapiens), P14416 | HEK293 T-REx D2 cells, calcium flux agonist mode | activation, % at 2 µM | 340,000 compounds, 0.53% hits | AID 485358, 2010;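 active = activation over 3 SD above normal in the single-dose calcium agonist read, cut at about 30% in these data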; note: 0% is about no effect
# Target sequence (P14416 whole entry, looked up): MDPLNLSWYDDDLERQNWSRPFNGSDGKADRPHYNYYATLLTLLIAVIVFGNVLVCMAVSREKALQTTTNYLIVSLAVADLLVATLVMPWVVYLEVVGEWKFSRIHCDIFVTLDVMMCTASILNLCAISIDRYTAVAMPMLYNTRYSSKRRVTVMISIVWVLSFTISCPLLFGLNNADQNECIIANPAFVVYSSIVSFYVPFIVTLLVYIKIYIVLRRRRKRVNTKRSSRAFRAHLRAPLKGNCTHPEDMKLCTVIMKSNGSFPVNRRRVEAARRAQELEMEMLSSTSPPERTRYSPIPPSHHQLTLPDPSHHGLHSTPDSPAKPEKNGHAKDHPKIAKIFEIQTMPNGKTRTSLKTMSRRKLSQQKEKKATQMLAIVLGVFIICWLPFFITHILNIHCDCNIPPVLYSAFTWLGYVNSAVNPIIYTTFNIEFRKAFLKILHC
#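 Tetracycline-induced HEK293 Trex cells with D2 receptor force-coupled to calcium signaling, plated overnight at 30 C and loaded with no-wash calcium dye. Calcium flux read kinetically for 180 s after compound addition; responses flag agonists.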
# ERG Ets-DNA blk = qHTS for Small Molecule Inhibitors of the ERG Ets/DNA interaction. Transcriptional regulator ERG (Homo sapiens), P11308. fluorescence polarization, His-ERG Ets domain / labelled DNA. Potency, µM (doses to about 76.9 µM), for inactives: top-dose FP activity, negative = inhibition, actives largely listed as inhibitors. 370,000 compounds, 0.028% hits; active = well fitted inhibition curve with a large enough effect in the polarisation, with a control signal flat; inconclusive = small, poorly fitted or top-dose-only effect, or effect the other way, or a change in a side signal; inactive = no such curve, though single readings can be large or run the other way; the % refers to the polarisation;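 note: polarization taken with two DNA probes labelled with fluorescein and Texas red; potency is the fitted concentration of half-maximal effect; % of control where 0% means no effect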
# Target sequence (P11308 whole entry, looked up, the tested form may be a part): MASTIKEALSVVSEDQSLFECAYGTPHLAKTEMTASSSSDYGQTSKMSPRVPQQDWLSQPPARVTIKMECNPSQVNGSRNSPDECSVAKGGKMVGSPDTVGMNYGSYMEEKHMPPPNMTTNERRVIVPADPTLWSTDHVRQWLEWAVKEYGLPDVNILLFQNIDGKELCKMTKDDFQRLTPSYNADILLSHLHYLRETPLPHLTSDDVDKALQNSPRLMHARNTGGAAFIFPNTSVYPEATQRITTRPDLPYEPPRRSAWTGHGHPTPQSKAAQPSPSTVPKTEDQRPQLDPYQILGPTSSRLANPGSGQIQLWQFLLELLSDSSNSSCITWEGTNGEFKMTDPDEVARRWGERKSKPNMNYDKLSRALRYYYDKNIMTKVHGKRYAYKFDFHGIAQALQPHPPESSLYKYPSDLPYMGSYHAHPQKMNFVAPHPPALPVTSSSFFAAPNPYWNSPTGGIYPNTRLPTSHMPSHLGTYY
#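 His-tagged ERG Ets domain (1 uM in the protein solution; 300mM KCl, 50mM Tris-HCl, 1mM EDTA, 1mM DTT, pH 7.5) received compound, then a probe mix of 5 nM fluorescein-DNA and 100nM Texas-615-DNA. Fluorescence polarization was read for both dyes.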
# D2 antag = HTS Assay for Allosteric Antagonists of the Human D2 Dopamine Receptor: Primary Screen for Antagonists; D(2) dopamine receptor (Homo sapiens), P14416; HEK293 TREx D2 cells, calcium flux, dopamine EC80; inhibition, % at 10 µM; 340,000 compounds, 2% hits; AID 485344, 2010; in the data active = inhibition above about 30%; note: 0% is about no effect
#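 Antagonism is scored as inhibition of an EC80 dopamine-evoked calcium signal in a force-coupled, tetracycline-inducible HEK293 T-REx D2 line, with compound present 180 s before agonist.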
# Vif-APOBEC3G blk = qHTS for Inhibitors of Vif-A3G Interactions: qHTS. HeLa A3G-eYFP + Vif (tagged APOBEC3G with the HIV-1 protein that degrades it), YFP fluorescence, overnight. Potency, µM (titrated, usually from 46.1 µM), for inactives: at the top dose activity, negative = active, hits mostly inhibitors. 410,000 compounds, 0.076% hits. AID 602310, 2012;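 note: potency is the fitted concentration of half-maximal effect; % is set by controls: 0 for no effect and ±100 for the full control effect; nearly all actives have a fitted effect of over 60% in size; hits raise eYFP signal because A3G escapes Vif-driven loss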
#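 Read-out is eYFP fluorescence (Ex 488/Em 500-530) from Vif-expressing HeLa A3G-eYFP cells; more signal means A3G escaped Vif-mediated degradation. Cells plated overnight, compound pinned in, incubated overnight at 37 deg C.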
# ALOX12 inh = Primary qHTS assay for inhibitors of human arachidonate 12S-lipoxygenase (ALOX12): Round 2; Polyunsaturated fatty acid lipoxygenase ALOX12 (Homo sapiens), P18054; purified 12hLO, xylenol orange hydroperoxide absorbance; Potency, µM (top dose mostly 108 µM), without a hit: top-dose activity change, negative = inhibition, hits mostly inhibitors; 580,000 compounds, 1.1% hits; note: potency is the fitted concentration of half-maximal effect; % is set by controls: 0 for no effect and ±100 for the full control effect
#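 Purified human 12hLO (150 nM final) in 25 mM Hepes, 0.01% Triton X-100, pH 7.0 was preincubated 15 min at room temperature with compound. Then 40 uM arachidonic acid was added, 30 min. Hydroperoxide was read by Fe-XO absorbance ratio 573/405 nm.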
# LDHA block = qHTS assay for inhibitors of human lactate dehydrogenase | 480,000 compounds, 0.15% hits | purified LDHA, NADH/diaphorase-resazurin fluorescence; active compounds read low | activity change, % (values are at about 110 or 230 µM) | AID 1347041, 2019 | L-lactate dehydrogenase A chain (Homo sapiens), P00338; in the data active = activity change below about -30%; inconclusive = mostly about -25% to -30%;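 note: plate controls were DMSO wells for no effect and wells without enzyme for full effect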
#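 Resorufin fluorescence (ex540/em590), read at 0 and 20 min after diaphorase/resazurin addition, reports the NADH left after a 5 min room-temperature reaction of 2 nM human LDH5 with 0.06 mM NADH and 0.2 mM pyruvate.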
# RGS4 inhibitor = Inhibitors of Regulator of G Protein Signaling (RGS) 4: qHTS. Potency, µM (doses to about 114 µM), for inactives: top-dose activity change, negative = inhibition, hits mostly inhibitors. Transcreener GDP fluorescence polarization, RGS4-accelerated GTP hydrolysis. 390,000 compounds, 0.039% hits. AID 504845, 2011; note: potency is the fitted concentration of half-maximal effect; % is set by controls: 0 for no effect and ±100 for the full control effect; nearly all actives have a fitted effect of over 75% in size; some results filed as inactive show a strong effect at the top dose
#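 MLSMR compounds (23 nl, pin-transferred) preincubated 10 min at room temperature with a 500nM (2x) first reagent, then RGS4 at 900nM (2x) plus Transcreener GDP mix added; fluorescence polarization (620/688 nm) read before and after 90 min at 30 °C.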
# Glioma ERSR ind = qHTS for Inducers of the Endoplasmic Reticulum Stress Response (ERSR) in Human Glioma: qHTS. U87-MG GRP78 promoter luciferase reporter, 16 h. Potency, µM, for inactives: at the top dose activation, actives largely listed as activators. 420,000 compounds, 0.02% hits; note: potency is the fitted concentration of half-maximal effect; series mostly up to about 76 µM; % of control where 0% means no effect; nearly all actives have a fitted effect of over 35% in size
#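 ERSR induction read as luciferase luminescence (Bright-Glo, 10 min at room temperature) in stably transfected human U87-MG glioma cells exposed to compounds for 16 h, using GRP78 as sensor.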
# Vif-APOBEC3F blk = qHTS for Inhibitors of Vif-A3F Interactions: qHTS. 390,000 compounds, 0.2% hits. HeLa A3F-eYFP + Vif (tagged APOBEC3F with the HIV-1 protein that degrades it), YFP fluorescence increase. AID 602313, 2012. Potency, µM (top dose mostly 46.1 µM), without a hit: at the top dose activity, negative = active; note: potency is the fitted concentration of half-maximal effect; % of control where 0% means no effect; nearly all actives have a fitted effect of over 65% in size
#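 Fluorescence increase (Ex 488/Em 500-530) after overnight compound treatment at 37 deg C flags inhibition of Vif-driven A3F-eYFP loss in stable HeLa A3F-eYFP/Vif cells seeded overnight beforehand.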
# Numbers without * were called inactive; ? = inconclusive; · = no result given; [ ] = another dose, or the depositor's remark. Unless noted, calls come from the whole dose curve; as a rule, active = well fitted curve in the direction sought with a large enough effect; inconclusive = small, poorly fitted or top-dose-only effect, or another doubt; inactive = no such curve, though single readings can be large; an effect the other way counts as inactive or inconclusive. The list is partial (hit frequency here may not be typical).
SMILES,D2 ag,ERG Ets-DNA blk,D2 antag,Vif-APOBEC3G blk,ALOX12 inh,LDHA block,RGS4 inhibitor,Glioma ERSR ind,Vif-APOBEC3F blk
CCOc1cc(/C=C2\N=C(SC)SC2=O)cc([N+](=O)[O-])c1OC(C)=O,-0.4,13%,7,1%,·,8,-15%[11.4 µM],-7%,3%
COc1ccccc1CNC(=O)C(=O)NCC1OCCCN1S(=O)(=O)c1ccc(F)cc1C (configuration not stated),0.2,0%,8,-1%,475%[activator],2,1%,1%,10%
Cc1ccc2c(c1)Cc1nc3ccccc3nc1-2,0.4,-2%,12,4%,-10%,0,3%,-12%,10%
CC(=O)Nc1ccc(NC(=O)c2csc([C@H]3C[C@H](O)[C@@H](CO)O3)n2)cc1,·,·,·,-1%,3%,-5,·,-4%,·
COc1ccc(-n2c(Cc3cccn3C)nnc2SCC(=O)Nc2cc(Cl)ccc2OC)cc1,1.1,17%,-5,-5%,390%[activator],-6,-49%,-2%,-10%
CCCCCCC#Cc1cncc(C(=O)NNC(=O)Nc2cc(Cl)cc(Cl)c2)c1,0.8,-3%,-5,-8%,177%[activator],-15,-17%,11%,1%
Cc1noc(C)c1S(=O)(=O)Nc1ccc2c(c1)C(=O)N([C@H](C)CO)C[C@H](C)[C@@H](CN(C)S(=O)(=O)c1ccccc1)O2,·,2%,·,-10%,-19%,-10,-5%,-4%,5%
CCc1ccc(Nc2n[n+](-c3ccccc3)c(-c3ccc(OCc4ccccc4)cc3)s2)cc1,-0.6,-1%,-12,3%,22µM*,2,-35%,-5%,-11%
CCOC(=O)c1c(C=O)c(C)n(Cc2ccccc2Cl)c1C,4.5,6%,4,0%,0%,5,13%,-3%,-30%
CCN(CCCNC(=O)C1CCN(S(=O)(=O)CC)CC1)c1cccc(C)c1,0.2,3%,-3,2%,-14%,2,-7%,-1%,-1%
CC(=C/c1ccccc1)/C=N/Nc1nc(N2CCOCC2)nc(N2CCOCC2)n1,·,6%,·,-3%,-5%,-1,-14%,-2%,-2%
O=C1CCCN1c1ccc(C(=O)N(Cc2nnc(-c3ccccc3Cl)o2)C2CC2)cc1,-0.4,8%,·,0%,-41%,-1,-21%,-1%,10%
CC(=O)N1CCc2cc(S(=O)(=O)NCCC(=O)NCCc3ccc(C)cc3)ccc21,0.4,14%,-26,3%,180%[activator][57.4 µM],-6,-4%,2%,-13%
COc1ccc(C(=O)NCCCCCCNC(=O)c2ccc(OC)cc2)cc1,13,11%,-33,4%,-5%,0,-4%,3%,13%
COc1ccc(N2CCN(Cc3cc(=O)oc4cc5c(cc34)CCCC5)CC2)cc1,-1.9,-8%,-6,0%,0%,2,-19%,2%,2%
CSc1ncccc1C(=O)Nc1nnc(C2CC2)s1,0.4,6%,-32,1%,-7%,-8,12%,-3%,2%
C=CCN1C(=O)N(c2ccc(F)cc2)C(=O)C1CC(=O)Nc1ccc(Cl)cc1 (configuration not stated),·,2%,·,0%,43%[activator],1,-7%,-1%,7%
CCC1CCCCN1S(=O)(=O)c1ccc(S(=O)(=O)N(Cc2ccccn2)CC2CCCO2)cc1 (configuration not stated),-0.5,-10%,-3,1%,-11%,-3,-21%,-2%,-6%
N#C/C(=C\c1ccccc1[N+](=O)[O-])C(=O)NC1CCCCC1,2.6,2%,-10,-19%,-1%,-3,-15%,-3%,?
CC(C)c1ccc(S(=O)(=O)N2CCN(C(=O)Cc3ccsc3)CC2)cc1,·,4%,·,-1%,-15%,10,-42%,-2%,-10%
CCN(CC)c1ccc(/C=N/NC(=O)c2ccco2)cc1,-0.7,6%,1,?,-14%,6,-38%,-13%,-14%
Cc1ccc(C(=O)NC(C)c2ccc(-n3ccnc3)cc2)cc1 (configuration not stated),-0.1,10%,6,4%,23%,-8,-5%,0%,11%
COc1ccccc1NC(=O)c1ccccc1NS(=O)(=O)N1CCCC1,0.0,1%,-28,-1%,-4%,-1,-7%,0%,3%
COC(=O)c1c(NC(=O)C(C)(C)C)csc1C,0.7,-21%,-2,0%,-29%,-7,-9%,-4%,0%
OC(CN1CCOCC1)Cn1cnc2ccccc21 (configuration not stated),0.4,10%,22,2%,5%,0,-10%,0%,0%

# Going on with the list:
SMILES,D2 ag,ERG Ets-DNA blk,D2 antag,Vif-APOBEC3G blk,ALOX12 inh,LDHA block,RGS4 inhibitor,Glioma ERSR ind,Vif-APOBEC3F blk
Cc1ccc(S(=O)(=O)NC(C(=O)Oc2ccc3c(C(F)(F)F)cc(=O)oc3c2)c2ccccc2)cc1 (configuration not stated),7.7,0%,-3,1%,50µM*,-1,10%,-3%,-9%
Cc1ccccc1CSc1nc2c(sc3ccccc32)c(=O)n1CCCOC(C)C,0.0,4%,·,-4%,-13%,-4,-34%,-3%,2%
S=C(NCCCc1ccccc1)Nc1ccc(Cl)cc1,0.4,-1%,6,3%,40µM*,-1,-28%,-2%,-1%
COc1ccc(-c2nc(-c3ccc(O)cc3O)cs2)cc1OC,0.7,-1%,9,-28%,13%,-9,-20%,8%,2%
COCCn1c(SCC(=O)Nc2ccc3[nH]c(=O)[nH]c3c2)nc2ccccc2c1=O,-0.1,-4%,3,4%,-1%,2,1%,-4%,0%
CCC(C)C(NC(=O)C1CCC(C)CC1)C(=O)NC(C(=O)OC)C(C)C (configuration not stated),0.0,-1%,-16,-4%,0%,-3,-8%,0%,4%
CCOc1ccccc1OCCCC(=O)NC1CCCc2ccccc21 (configuration not stated),-1.7,10%,-2,-9%,5%,-3,-9%,-2%,4%
Cc1ccc(-c2noc(-c3ccccc3Br)n2)cc1,·,-8%,·,-2%,22%,-2,13%,-1%,-10%
COc1cc(CNCCO)cc(Br)c1OCc1ccccc1,0.0,2%,-10,1%,14%,0,5%,-1%,-10%
O=C(CCc1nc2ccccc2s1)c1ccccc1,-0.6,-4%,1,1%,32%[activator],-4,3%,7%,1%
COc1cccc2cc(C(=O)c3ccccc3)oc12,-2.2,-4%,5,-2%,-6%,-5,-5%,6%,3%
Cc1cc(C=C2C(=O)c3ccccc3C2=O)c(C)n1-c1ccc(Cl)cc1,0.7,-3%,33*,1%,-29%,2,-5%,-1%,-6%
CCCn1c(N2CCN(C)CC2)nc2c1c(=O)[nH]c(=O)n2C,0.5,0%,8,-1%,5%,1,41%,2%,-6%
COC(=O)CCN(Cc1ccccc1)S(=O)(=O)c1ccccc1Br,·,-13%,·,1%,7%,0,7%,12%,4%
CC1=NN(C(=O)COc2cc(C)ccc2C(C)C)C(O)(c2ccccc2)C1 (configuration not stated),1.4,-2%,9,-8%,46%[activator],1,-11%,-5%,6%
COCOCCn1cc(CN2CCS(=O)(=O)N(Cc3ccc(-c4ccc(Cl)nc4)cc3)C(C)C2=O)nn1 (configuration not stated),·,·,·,1%,-14%,-11,·,-2%,-1%
CC(C)C(=O)N1CCN(c2ccc(NC(=O)COc3ccccc3[N+](=O)[O-])cc2)CC1,1.2,0%,-6,-24%,-6%,1,20%,-8%,8%
COCc1ccc(C(=O)N2CCN(CC(=O)N3CCCC3)CC2)cc1,·,1%,·,0%,52%[activator],-3,-3%,-3%,2%

# Of the compounds above, 8 have an aryl methoxy group.
SMILES,D2 ag,ERG Ets-DNA blk,D2 antag,Vif-APOBEC3G blk,ALOX12 inh,LDHA block,RGS4 inhibitor,Glioma ERSR ind,Vif-APOBEC3F blk
COc1ccccc1CNC(=O)C(=O)NCC1OCCCN1S(=O)(=O)c1ccc(F)cc1C (configuration not stated),0.2,0%,8,-1%,475%[activator],2,1%,1%,10%
COc1ccc(-n2c(Cc3cccn3C)nnc2SCC(=O)Nc2cc(Cl)ccc2OC)cc1,1.1,17%,-5,-5%,390%[activator],-6,-49%,-2%,-10%
COc1ccc(C(=O)NCCCCCCNC(=O)c2ccc(OC)cc2)cc1,13,11%,-33,4%,-5%,0,-4%,3%,13%
COc1ccc(N2CCN(Cc3cc(=O)oc4cc5c(cc34)CCCC5)CC2)cc1,-1.9,-8%,-6,0%,0%,2,-19%,2%,2%
COc1ccccc1NC(=O)c1ccccc1NS(=O)(=O)N1CCCC1,0.0,1%,-28,-1%,-4%,-1,-7%,0%,3%
COc1ccc(-c2nc(-c3ccc(O)cc3O)cs2)cc1OC,0.7,-1%,9,-28%,13%,-9,-20%,8%,2%
COc1cc(CNCCO)cc(Br)c1OCc1ccccc1,0.0,2%,-10,1%,14%,0,5%,-1%,-10%
COc1cccc2cc(C(=O)c3ccccc3)oc12,-2.2,-4%,5,-2%,-6%,-5,-5%,6%,3%
